hIAP block: human IAP inhibitors, primary screen, biochemical, luminescence, uHTS | Intestinal-type alkaline phosphatase (Homo sapiens), P09923 | purified IAP, CDP-Star luminescence, 30 min | inhibition, % at 10 µM | actives 0.12% (n = 330,000) | AID 2544, 2010;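 active means inhibition reaching a set limit with compound at 10 µM in the primary screen, cut at about 35% in these data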;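 further: plate controls were DMSO wells with enzyme for no effect and no-enzyme buffer wells for full effect; values of inactives mirror those of a sister screen read the other way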
APOBEC3A inh: APOBEC3A ssDNA deaminase inhibitors, primary screen, selectivity assay for APOBEC3G inhibitor project, biochemical, FAM/TAMRA oligo cleavage fluorescence; actives 0.41% (n = 330,000); AID 493011, 2011; DNA dC->dU-editing enzyme APOBEC-3A (Homo sapiens), P31941; recombinant A3A, FAM/TAMRA ssDNA deamination fluorescence; inhibition, % at 20 µM;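 active means at least 40% inhibition at 20 µM here, with at most 30% in a related deaminase screen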;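 further: plate controls were A3A with DMSO for no effect and wells lacking A3A enzyme for full effect; some results filed as inactive read as strong as hits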
Target sequence (P31941 whole entry, looked up): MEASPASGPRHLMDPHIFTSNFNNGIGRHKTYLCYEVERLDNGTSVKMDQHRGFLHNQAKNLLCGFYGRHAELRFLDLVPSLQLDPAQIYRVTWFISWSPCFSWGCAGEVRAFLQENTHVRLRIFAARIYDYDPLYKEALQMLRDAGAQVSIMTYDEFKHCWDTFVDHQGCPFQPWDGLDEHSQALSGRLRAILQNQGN
NR3A LBD binder: binders of NR3A ligand-binding domain, primary screen, biophysical, differential scanning fluorimetry, uHTS; actives 2.5% (n = 340,000); AID 1259313, 2017; Glutamate receptor ionotropic, NMDA 3A (GRIN3A) ligand-binding domain; NR3A LBD differential scanning fluorimetry, Tm shift; 0% = protein alone, 100% = glycine-bound protein; Tm shift relative to glycine control, % at 25 µM;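 active means melting temperature shift of at least 10% of the positive control shift, at one fixed dose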
mIAP block: inhibitors of mouse IAP, primary screen, biochemical, luminescence, uHTS; inhibition, % at 10 µM; purified mouse IAP, CDP-Star luminescence, 30 min; intestinal alkaline phosphatase [Mus musculus]; AID 2806, 2010; actives 0.2% (n = 330,000);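 active means inhibition of at least 40% at 10 µM in the primary screen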;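 further: plate controls were DMSO with enzyme for no effect and no enzyme wells for full effect; values of inactives mirror those of a sister screen read the other way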
MIN6 prolif: inducers of MIN6 beta-cell proliferation, primary screen, ATP luminescence, uHTS | MIN6 cells proliferation, ATPlite luminescence, 48 h; cells starved in 0.2% serum; 100% = growth in 10% serum | actives 0.29% (n = 330,000) | proliferation, % at 10 µM;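 active means compounds whose signal lies at least 3.5 SD above the mean of all wells on their plate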;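 further: 0% = DMSO-treated cells in low-serum medium and 100% = 10% serum control; some compounds called inactive have numbers as strong as hits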
mIAP activ: activators of mouse IAP, primary screen, biochemical, luminescence, uHTS; muIAP, CDP-Star luminescence, 30 min; active compounds read high; 1 = vehicle-only enzyme signal, 0 = enzyme-free wells; activation factor at 10 µM; actives 0.24% (n = 330,000);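 active means activation factor of at least 2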; further: the source names both 10 and 20 µM as test concentration; values of inactives mirror those of a sister screen read the other way
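Assay system: mouse IAP enzyme; reagent: chemiluminescent substrate CDP-Star; dosing: test compounds delivered from DMSO solution; schedule: 30 min at room temperature; measured by: luminescence from enzymatic CDP-Star hydrolysis; controls: DMSO-only wells and no-enzyme negative control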
MPTP block: mitochondrial permeability transition pore inhibitors, primary screen, biochemical, isolated mouse mitochondria, absorbance | AID 602449, 2012 | actives 1.4% (n = 360,000) | inhibition, % at 10 µM | Ca2+ swelling absorbance, 30 min;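 active means inhibition of 50% or more, scaled per plate between neutral and stimulator controls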;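 further: 0% = DMSO wells given calcium and 100% = 1 mM EGTA wells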
A3G deaminase: APOBEC3G DNA deaminase inhibitors, primary screen, biochemical, fluorescence, single-stranded DNA substrate, uHTS. recombinant A3G, ssDNA deamination FAM/TAMRA fluorescence. DNA dC->dU-editing enzyme APOBEC-3G (Homo sapiens), Q9HC16. actives 0.28% (n = 330,000). inhibition, % at 20 µM;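 active means inhibition of at least 40% at 20 µM, with no more than 30% in the related APOBEC3A deaminase screen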;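 further: plate controls were DMSO wells with A3G for no effect and wells lacking A3G enzyme for full effect; some compounds called inactive have numbers as strong as hits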
Target sequence (Q9HC16 whole entry, looked up): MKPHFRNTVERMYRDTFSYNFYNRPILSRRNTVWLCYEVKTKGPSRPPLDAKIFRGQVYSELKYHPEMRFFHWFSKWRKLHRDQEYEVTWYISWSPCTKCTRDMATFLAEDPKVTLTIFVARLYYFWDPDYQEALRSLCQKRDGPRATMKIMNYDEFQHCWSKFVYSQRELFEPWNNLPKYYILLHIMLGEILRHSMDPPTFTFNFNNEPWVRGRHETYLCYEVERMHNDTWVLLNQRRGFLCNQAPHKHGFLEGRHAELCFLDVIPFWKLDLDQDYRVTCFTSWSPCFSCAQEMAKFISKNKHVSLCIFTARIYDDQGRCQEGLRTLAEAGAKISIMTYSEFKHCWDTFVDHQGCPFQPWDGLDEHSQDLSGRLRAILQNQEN
hIAP act: human IAP activators, primary screen, biochemical, luminescence, uHTS; actives 0.16% (n = 330,000); purified human IAP, CDP-Star luminescence, 30 min; active compounds read high; 1 = vehicle-only enzyme, 0 = enzyme-free background; activation factor at 10 µM; AID 2524, 2010; Intestinal-type alkaline phosphatase (Homo sapiens), P09923;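 active means activation factor of the enzyme at least 2-fold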; further: the source names both 10 and 20 µM as test concentration; values of inactives mirror those of a sister screen read the other way
Numbers without * were called inactive; nt = not tested or not shown.

SMILES,hIAP block,APOBEC3A inh,NR3A LBD binder,mIAP block,MIN6 prolif,mIAP activ,MPTP block,A3G deaminase,hIAP act
COc1ccc2oc(C(=O)OCC(=O)NCCc3ccc(S(N)(=O)=O)cc3)c(C)c2c1,-1,-5,1,1,1,0.99,-0.2,-8,1
O=C(N/N=C/c1ccc(Cl)c([N+](=O)[O-])c1)c1cnccn1,2,0,-2,6,0,0.94,-0.1,-2,0.98
C/C(CC(=O)Nc1ccc(F)cc1)=N\NC(=O)c1ccccn1,-45,2,0,19,0,0.81,4.9,0,1.4
O=C(Cn1nnc(-c2ccc3c(c2)OCO3)n1)NCc1ccco1,-6,5,0,5,-3,0.95,0.6,4,1.1
CCOC(=O)c1c(NC(=O)CSc2nc(C)cc(C)c2C#N)sc(C(C)=O)c1C,0,-5,1,2,-5,0.98,8.0,-4,1
Cc1noc(NS(=O)(=O)c2ccc(N/C=C/C(=O)c3cccnc3)cc2)c1C,-22,-1,-1,-7,0,1.1,0.1,-3,1.2
O=C(Nc1ccccc1C(=O)N1CCOCC1)c1ccc(Cl)cc1,8,-5,2,0,1,0.99,-0.2,-7,0.92
CC1NC(=O)N(C)[C@@H]2NC(=O)N(C)C(c3ccc([N+](=O)[O-])cc3)[C@@H]12 (some centres undefined),-6,-4,1,5,1,0.95,1.4,-3,1.1
COc1ccccc1-c1csc(NC(=O)c2ccc(N3C(=O)CCC3=O)cc2)n1,-4,-1,34*,2,2,0.97,-0.9,-5,1
COCCN(CC(=O)Nc1cccc(C)c1C)C(=O)Cn1cnc2ccccc2c1=O,-8,4,3,2,3,0.98,-0.7,-8,1.1
O=C1NC(c2ccco2)Nc2ccccc21 (centres undefined),17,0,3,-11,-1,1.1,-2.4,-1,0.83
Cc1ccc(-c2cc(C(F)(F)F)n3ncc(C(=O)N4CCN(C)CC4)c3n2)cc1,-16,-2,1,-3,0,1,-0.2,-6,1.2

SMILES,hIAP block,APOBEC3A inh,NR3A LBD binder,mIAP block,MIN6 prolif,mIAP activ,MPTP block,A3G deaminase,hIAP act
CCCCCCCCCC(=O)N1c2ccccc2NC(=O)C1CC(=O)Nc1ccc(C(=O)O)cc1 (centres undefined),-15,2,-3,-7,-2,1.1,4.1,-3,1.1
O=C(Cn1c(=O)oc2ccc(Cl)cc21)Nc1ccon1,-2,-6,0,-2,-1,1,-0.9,-7,1
CNC(=O)NC(=O)CSc1cccc(C(F)(F)F)c1,-18,0,2,-8,-1,1.1,-2.0,-5,1.2
Cc1nc2ccccc2c2oc(C(=O)N3CCC(C)CC3)cc12,23,-3,-1,5,5,0.95,0.1,-5,0.77
O=C(c1cc(F)c(F)cc1Cl)N1CCOCC1,2,-3,0,0,-1,1,-1.6,-5,0.97
COc1ccc(OC2C(=O)N(c3ccc(C)c(C)c3)C2c2ccc(OC)c(OC)c2)cc1 (centres undefined),-3,6,0,3,-3,0.97,3.3,-1,1
c1ccc(N2N=C(c3cccs3)CC2c2ccco2)cc1 (centres undefined),18,-5,-14,-108,-3,2.1*,1.6,-6,0.82
C/C(CCC(C)C)=N\NS(=O)(=O)c1ccc(C)c([N+](=O)[O-])c1,20,2,4,0,-5,1,5.1,0,0.8
CCOC(=O)[C@H]1[C@H]2COc3ccc(OC)cc3[C@@H]2N2C(=O)c3ccccc3NC(=O)[C@@]12C,-17,-4,3,-17,-2,1.2,-0.5,-11,1.2
O=C1c2ccccc2C(=O)C1c1ccccc1F,-4,0,0,2,-2,0.98,0.0,-3,1
O=C(Oc1ccc(Br)cc1)c1cccc(S(=O)(=O)N2CCOCC2)c1,9,3,0,-14,-1,1.1,-0.5,3,0.91
O=Cc1cc(Br)c(OC(=O)N2CCOCC2)c(Br)c1,32,1,-2,-2,4,1,-2.1,-3,0.68

SMILES,hIAP block,APOBEC3A inh,NR3A LBD binder,mIAP block,MIN6 prolif,mIAP activ,MPTP block,A3G deaminase,hIAP act
O=C(O)c1ccc(N2C(=O)c3ccc(C(=O)c4cccc([N+](=O)[O-])c4)cc3C2=O)cc1,3,0,-1,-1,-1,1,-0.2,-4,0.97
CCN(CC)S(=O)(=O)c1cccc(-c2csc(C)n2)c1,2,0,-4,7,-3,0.93,0.3,-5,0.98
NC(=O)Nc1cc(Cl)ccc1Cl,6,0,4,-3,-2,1,1.9,-4,0.94
O=C(NCc1cccc(CNC(=O)C(=O)NCC2CCCO2)c1)C(=O)NCC1CCCO1 (centres undefined),-6,-1,-2,-3,-1,1,-1.3,-8,1.1
Cc1ccc(C(=O)CCC(=O)N2CCN(c3ccc(F)cc3)CC2)cc1,-5,2,-2,6,-4,0.94,0.1,3,1
O=C(CCc1ccccc1)NCc1ccncc1,-21,-4,-1,9,-1,0.91,1.3,-7,1.2
CSc1ccc(CN(C)C(C)C(=O)NCc2ccccc2)cc1 (centres undefined),-9,6,-2,-1,-1,1,-0.4,4,1.1
COc1ccc(-c2n[nH]c(=S)n2-c2ccccc2C)cc1,-3,-8,0,1,2,0.99,-0.4,19,1
COc1ccc(Cc2nnnn2CC(=O)O)cc1,5,2,0,3,1,0.97,-0.1,-5,0.95
Cc1nc(NC(=O)C2CC2)sc1C,2,4,3,-1,-3,1,-0.8,-2,0.98
CC(C)COC(=O)c1ccccc1OC(=O)c1ccncc1,-6,-3,-1,4,2,0.95,0.2,-7,1.1
Cc1ccc(C2=NN(C(=O)CN3CCN(C4CCS(=O)(=O)C4)CC3)C(c3ccco3)C2)cc1 (centres undefined),1,0,1,-8,-5,1.1,-2.3,-7,0.99

SMILES,hIAP block,APOBEC3A inh,NR3A LBD binder,mIAP block,MIN6 prolif,mIAP activ,MPTP block,A3G deaminase,hIAP act
CSCCC(NS(=O)(=O)c1ccc(C)cc1)C(=O)N1CC=C(c2ccccc2)CC1 (centres undefined),-15,-1,1,4,-1,0.96,-2.2,-8,1.1
CCCCn1c(N)c(N(Cc2ccccc2OC)C(=O)COc2ccccc2OC)c(=O)[nH]c1=O,4,-1,2,-4,-6,1,-0.9,-4,0.96
CCCCNc1nc(NC)nc(Cl)c1SC,4,1,-1,-6,1,1.1,1.8,3,0.96
O=C(CCCN1C(=O)/C(=C/c2cccs2)SC1=S)Nc1cccc(O)c1,11,0,14*,18,-2,0.82,-0.2,-2,0.89
O=C(NCCc1ccccc1)C1CCC(Cn2c(=O)c3ccccc3n(Cc3cccc(F)c3)c2=O)CC1 (centres undefined),7,-2,-6,-6,0,1.1,3.8,-2,0.93
O=[N+]([O-])c1ccc(/C=C/c2ccc3ccccc3n2)cc1,4,2,-3,10,-4,0.9,-0.2,-5,0.96
O=C(Nc1ccc(Cc2ccncc2)cc1)c1ccc(Cl)c([N+](=O)[O-])c1,-11,-1,-7,7,-4,0.93,54*,-1,1.1
O=C(CNCc1ccncc1)Nc1cc(S(=O)(=O)N2CCCCC2)ccc1Cl,2,-6,1,4,0,0.96,-1.2,-19,0.98
CCOC(=O)c1c(NC(C)=O)sc2c(OCC(O)CNC(C)(C)C)c(Br)ccc12 (centres undefined),9,7,-2,-9,-6,1.1,-1.5,6,0.91
COc1ccc(CNC(=O)CCSCc2cccc(Cl)c2)cc1,-10,5,1,-8,0,1.1,2.5,-1,1.1
Cn1cc(S(=O)(=O)NCC2CCCO2)c(=O)n(C)c1=O (centres undefined),3,-3,-3,-3,1,1,1.6,-4,0.97
COc1cccc(N(C(=O)c2ccn[nH]2)C2(C(=O)Nc3c(C)cccc3C)CCCCC2)c1,-34,-3,-1,-230,0,3.3*,-3.2,-4,1.3

Shown as a hit in MPTP block, among the entries above:
structure | hIAP block | APOBEC3A inh | NR3A LBD binder | mIAP block | mIAP activ | MPTP block | A3G deaminase | hIAP act
O=C(Nc1ccc(Cc2ccncc2)cc1)c1ccc(Cl)c([N+](=O)[O-])c1 | -11 | -1 | -7 | 7 | 0.93 | 54* | -1 | 1.1

Other entries follow.
SMILES,hIAP block,APOBEC3A inh,NR3A LBD binder,mIAP block,MIN6 prolif,mIAP activ,MPTP block,A3G deaminase,hIAP act
CCC1CCCCN1C/C=C/c1ccccc1[N+](=O)[O-] (centres undefined),7,3,-2,8,-2,0.92,1.9,-5,0.93
O=C(NCc1nc2ccccc2[nH]1)c1ccc(S(=O)(=O)N2CCCC2)cc1,-4,2,-1,4,1,0.96,1.0,-3,1
COc1ccc(-c2nnc(SCC(=O)NC3CCCc4ccccc43)n2N)cc1 (centres undefined),2,0,0,1,-1,0.99,0.8,-2,0.98
Cc1cc2ncn(/N=C/c3cc(Br)ccc3O)c2cc1C,-15,-2,nt,6,-5,0.94,nt,-7,1.1
COc1ccc(CNc2nc3ccccc3n2C(C)C)cc1,-6,0,1,-8,2,1.1,-0.6,-3,1.1
COc1cc(NC(=O)CSc2ccc(-c3ccccn3)nn2)cc(OC)c1,-14,3,-3,1,-3,0.99,-2.2,-6,1.1
O=C(CCN1Cc2ccccc2C1)c1ccc2c(c1)OCCO2,0,-3,2,-4,-4,1,-0.3,-9,1
Nc1sc2c(c1C(=O)NCCc1ccccc1)CCC2,6,-2,-2,18,-5,0.82,-0.9,-8,0.94
CC(NC(=O)Cc1ccc(F)cc1)c1ccccc1 (centres undefined),-4,1,0,-5,-2,1,-1.7,3,1

Screens from PubChem BioAssay.

Hits appear at their usual frequency. Share with any hit: about 5%.
